Assay outcomes: PubChem BioAssay, Sanford-Burnham Center for Chemical Genomics
Apaf-1 inh – inhibitors of human Apaf-1 apoptosome, primary screen, biochemical, DEVD-Rh110 fluorescence, uHTS; Apoptotic protease-activating factor 1 (Homo sapiens), O14727; reconstituted apoptosome caspase-3 activity; inhibition, % at 20 µM; hit rate 0.71% among 330,000; active means inhibition of at least 40% at 20 µM;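 further: plate controls were DMSO wells for no effect and DEVD-CHO caspase inhibitor wells for full effect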
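detection = Rh110 fluorescence intensity | test system = biochemical Apaf-1 apoptosome reconstitution | also added = cytochrome c and DEVD-Rh110 substrate | schedule = 30 min plus 50 min, RT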
CCR6 antagonist – CCR6 receptor antagonists, primary screen, cell-based, CHO-K1, luminescence, beta-arrestin, uHTS; inhibition, % at 20 µM; C-C chemokine receptor type 6 (Homo sapiens), P51684; CHO-K1 CCR6 PathHunter beta-arrestin, CCL20-stimulated; hit rate 0.49% among 340,000;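 active means compounds whose inhibition of the agonist-driven luminescence signal at 20 µM reaches about 50%, limit read from the data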;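 further: cells stimulated with CCL20 at 14 nM final; plate controls were DMSO with CCL20 for no effect and DMSO without agonist for full effect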
Target sequence (P51684 whole entry, looked up): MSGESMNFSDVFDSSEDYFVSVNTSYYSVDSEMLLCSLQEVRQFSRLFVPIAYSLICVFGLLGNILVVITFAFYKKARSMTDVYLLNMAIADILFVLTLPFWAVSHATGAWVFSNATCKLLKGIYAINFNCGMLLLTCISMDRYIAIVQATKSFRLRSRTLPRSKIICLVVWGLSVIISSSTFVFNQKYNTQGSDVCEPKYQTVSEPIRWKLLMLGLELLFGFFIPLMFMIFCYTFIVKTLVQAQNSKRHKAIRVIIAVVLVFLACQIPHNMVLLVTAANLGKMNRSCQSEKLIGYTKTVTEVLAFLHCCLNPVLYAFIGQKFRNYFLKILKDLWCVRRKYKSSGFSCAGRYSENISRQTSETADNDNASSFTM
Gli-Sufu block – Gli-Sufu pathway antagonists, primary screen, luciferase luminescence, Sufu-KO-LIGHT cells, uHTS; hit rate 0.74% among 340,000; Sufu-KO-LIGHT fibroblasts, Gli luciferase reporter luminescence; inhibition, % at 5 µM;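 active means inhibition above about 55%, limit read from the data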;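 further: 0% = DMSO-treated cells and 100% = wells with medium but no cells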
UBC13 polyUb – UBC13 polyubiquitin chain formation inhibitors, primary screen, biochemical, TR-FRET, uHTS | inhibition, % at 20 µM | hit rate 0.47% among 330,000 | AID 485273, 2010; in the data active means inhibition above about 45%, passing the limit was not always enough
Target sequence (P61088 whole entry, looked up): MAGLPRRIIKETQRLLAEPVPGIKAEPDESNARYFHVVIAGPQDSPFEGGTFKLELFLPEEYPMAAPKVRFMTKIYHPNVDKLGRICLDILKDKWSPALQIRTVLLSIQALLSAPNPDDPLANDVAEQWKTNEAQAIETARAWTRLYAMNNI
SENP8 inh – SENP8 protease inhibitors, primary screen, biochemical, luminescence; Sentrin-specific protease 8 (Homo sapiens), Q96LD8; purified SENP8, Z-RLRGG-aminoluciferin cleavage; inhibition, % at 10 µM; hit rate 1.2% among 330,000; AID 2540, 2010
Jurkat NFkB inh – inhibitors of induced NF-kB luciferase reporter, primary screen, TCR NF-kB activation inhibitor project, cell-based, luminescence, uHTS; Jurkat, PMA/ionomycin-induced NF-kB luciferase reporter; inhibition, % at 4 µM; hit rate 0.53% among 330,000
EBI2 antag – EBI2 receptor antagonists, beta-arrestin recruitment, primary screen, cell-based, luminescence, 7a,25-OHC stimulation, uHTS; 7a,25-OHC stimulated; AID 651636, 2012; G-protein coupled receptor 183 (Homo sapiens), P32249; hit rate 0.81% among 360,000; inhibition, % at 5 µM; in the data active means inhibition above about 38%;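 further: enzyme fragment complementation signal reports receptor beta-arrestin coupling in cells; 0% = agonist plus DMSO wells and 100% = wells without agonist; some results beyond the cut were filed as inactive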
Target sequence (P32249 whole entry, looked up, the tested form may be a part): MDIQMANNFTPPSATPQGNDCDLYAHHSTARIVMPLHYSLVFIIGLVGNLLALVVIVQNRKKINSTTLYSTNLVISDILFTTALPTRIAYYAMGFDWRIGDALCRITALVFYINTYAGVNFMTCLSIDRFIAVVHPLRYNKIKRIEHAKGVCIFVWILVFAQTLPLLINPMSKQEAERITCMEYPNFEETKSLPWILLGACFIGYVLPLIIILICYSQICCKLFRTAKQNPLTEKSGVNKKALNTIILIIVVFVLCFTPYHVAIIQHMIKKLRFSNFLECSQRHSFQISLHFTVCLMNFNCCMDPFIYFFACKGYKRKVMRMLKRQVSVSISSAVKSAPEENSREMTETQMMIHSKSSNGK
697 NFkB inh – inhibitors of PMA/ionomycin-induced NF-kB reporter, 697 cells, primary screen, B-cell NF-kB inhibitor project, cell-based, luminescence, uHTS; inhibition, % at 4 µM; 697 B-cell NF-kB luciferase reporter, 16 h; hit rate 0.33% among 330,000; AID 435022, 2010; in the data active means inhibition above about 35%
Starred values were filed as active, the others as inactive; nt = no result given. Unless noted, no stated cut-off is given here; in the data, active means inhibition above about 50%; inactive means the rest. Only part of the results is shown; rates above refer to the full screens.

SMILES | Apaf-1 inh | CCR6 antagonist | Gli-Sufu block | UBC13 polyUb | SENP8 inh | Jurkat NFkB inh | EBI2 antag | 697 NFkB inh
O=c1c2nccnc2[nH]c(=S)n1Cc1ccccc1 | -10 | 29 | 38 | -7 | -2 | 0 | 5 | 14
Cc1nc2ccccc2nc(C)c1=NOCc1cccc(F)c1 | 2 | 11 | 66* | 0 | -5 | -15 | 10 | -29
COc1ccc(CCNc2oc(-c3ccc(OC)c(OC)c3)nc2C#N)cc1 | -3 | 14 | -6 | 0 | -9 | -23 | 23 | 9
CC1(C)CC(=O)C=C(c2ccc3[nH]ccc3c2)C1 | -2 | 14 | -14 | 14 | -3 | -24 | 31 | -7
O=C(O)c1csc(-n2nc(-c3ccccc3)cc2C(F)(F)F)n1 | 1 | -15 | -25 | 4 | -6 | 10 | 7 | 18
COc1cc(NS(=O)(=O)c2ccc(N/C=C(\C#N)c3nc4cc(Cl)ccc4o3)cc2)nc(OC)n1 | 27 | 24 | 34 | -23 | 6 | 15 | 2 | 1
CS(=O)(=O)N1N=C(c2cccs2)CC1c1ccccc1O (stereo not drawn) | -10 | 6 | 0 | 1 | 4 | 2 | 2 | 5
O=C(Nc1ccccc1)N1N=CCC1c1ccccc1 (stereo not drawn) | 9 | 0 | -2 | -1 | -15 | -12 | -7 | 1
CCOC(=O)C1CCN(C(=O)Nc2ccc3c(c2)nc(C)n3C)CC1 | -4 | 0 | -35 | -4 | 4 | -32 | -15 | -32
CCOC(=O)C(Oc1ccc2c(-c3ccccc3)cc(=O)oc2c1C)c1ccccc1 (stereo not drawn) | 4 | 24 | 9 | 8 | 2 | 21 | 27 | -1
Cc1ccc(C2SCCN2C(=O)c2ccc([N+](=O)[O-])cc2)cc1 (stereo not drawn) | -15 | 12 | 5 | -6 | 1 | -5 | -3 | -4
O=[N+]([O-])c1ccc(N/N=C/c2cccc(O)c2)cc1 | 5 | 28 | -13 | -53 | 77* | -84 | 23 | -46
CC1CCN(CC(=O)Nc2ccc(S(=O)(=O)N3CCCCC3)cc2)CC1 | 7 | 14 | nt | -7 | -10 | 15 | -10 | -17
CC(=O)N(CC(=O)Nc1nn(-c2ccccc2)nc1C(N)=O)Cc1ccccc1 | -10 | 2 | -1 | 5 | -5 | 11 | 5 | 6
O=C(Cn1cc([N+](=O)[O-])cn1)Nc1nc2ccccc2s1 | -1 | 13 | -1 | 8 | -6 | -15 | -11 | 0
COC(=O)C1SCC2C(=O)N(Cc3ccc(Cl)c(Cl)c3)CC(=O)N21 (stereo not drawn) | -8 | 3 | -6 | -9 | 2 | -11 | -7 | -5
CCSc1nc2ccc(C)cc2cc1C#N | 1 | 1 | 6 | 7 | -2 | 3 | 1 | 10
O=C1[C@@H]2C(c3cccnc3)=NO[C@@H]2C(=O)N1c1ccc(Br)cc1 | 0 | 6 | -2 | 2 | 0 | 7 | 8 | 18
CCCCc1[nH]c(=O)c(C#N)c2c1CSC(C)(C)C2 | 6 | 4 | 7 | 2 | 1 | 7 | -7 | -11
COc1ccc(CCC(C)NCc2ccc(Cl)c(Cl)c2)cc1 (stereo not drawn) | 7 | 17 | 6 | 17 | -2 | -11 | -1 | -5
CCCCC(=O)Nc1cc(C(=O)NCCc2ccccc2)ccc1Cl | -12 | -1 | -77 | 0 | 6 | -80 | 4 | -137
Cc1ccc(-c2nnc(SCC(=O)N/N=C/c3ccc(C)s3)n2-c2ccccc2)cc1 | 15 | -36 | 4 | 4 | 0 | 11 | 27 | 19
N/C(=N\OC(=O)COc1ccc(Cl)cc1Br)c1cccnc1 | 6 | 7 | -83 | 0 | -6 | -104 | 1 | -75
CCCN(C(=O)CSCc1c(C)noc1C)c1c(N)n(Cc2ccccc2)c(=O)[nH]c1=O | 1 | -4 | -1 | -1 | 2 | 5 | -3 | 2
CCOC(=O)c1c(NC(=O)C(Sc2ccccc2)c2ccccc2)sc(C(=O)N(C)C)c1C (stereo not drawn) | 24 | 15 | 13 | 5 | 2 | 6 | 29 | -7
Cc1nnc(NC(=O)C(C)Oc2ccc3c(C)cc(=O)oc3c2)s1 (stereo not drawn) | -6 | 11 | 4 | 1 | 4 | 3 | 3 | 8
COc1ccc(Cl)cc1NC(=O)COC(=O)CNC(=O)C1CCCCC1 | -4 | 6 | -22 | 15 | -12 | -10 | -1 | 11
CC(C)Oc1ccc(C(=O)NC2CCCCC2)cc1 | 10 | 19 | -62 | -2 | -7 | -80 | 8 | -81
COc1c2occc2c(OC)c2c(=O)cc(C)oc12 | -1 | 4 | -15 | 16 | 0 | -1 | 5 | 14
CCN(c1cccc(C)c1)S(=O)(=O)c1ccc2c(c1)CCCN2C(C)=O | 5 | 21 | -2 | 2 | -5 | -6 | -2 | -3
COc1cccc2oc3cc(C#Cc4ccccn4)ccc3c(=O)c12 | 6 | -1 | -58 | -5 | -16 | -96 | nt | -106
O=C(CCSCCc1ccccn1)Nc1ccccn1 | 0 | 1 | 7 | -1 | -3 | -28 | 2 | -88
CC(C)CCn1nnnc1C(c1ccccc1)N1CCC(C(N)=O)CC1 (stereo not drawn) | 1 | 13 | -1 | -1 | 8 | 8 | 6 | -8
O=C(COc1ccccc1C(=O)NCc1ccccc1)Nc1ccccc1 | 12 | 12 | -1 | 6 | 0 | 5 | 8 | -15
COc1ccc(OC)c(NC(=O)CSc2nn3c(=O)c(C)nnc3s2)c1 | 14 | -4 | 9 | -4 | -5 | -7 | -2 | 8
Cc1c(C#N)c(O)[nH]c(=O)c1N=Nc1ccc(S(N)(=O)=O)cc1 | 31 | 39 | 2 | -102 | 26 | -7 | -4 | 9
O=C(O)c1cc(-c2c[nH]c3ccccc23)nc2cc3ccccc3cc12 | 11 | nt | nt | 6 | 4 | -42 | 10 | -50
Cc1ccc(S(=O)(=O)NC(C)(C)CN2CCCCC2)cc1 | -2 | 19 | 11 | 1 | -2 | -2 | -10 | 2
COc1ccc(CCNS(=O)(=O)c2cccs2)cc1 | 4 | 4 | -7 | -4 | -9 | -6 | -1 | -32
CCCC(=O)Nc1sc2c(c1C#N)CC(C)(C)NC2(C)C | -2 | -4 | -2 | 0 | -2 | -8 | 0 | -81
CCCNC(=O)c1nn2cc(Br)cnc2c1Cl | -2 | 14 | -35 | 5 | -7 | -1 | -3 | -1
CC(=O)N1CCOc2ccc(S(=O)(=O)NCCc3ccc(Cl)cc3)cc21 | 10 | -2 | -8 | -2 | -3 | -15 | -11 | -24
Cc1cc2oc(=O)cc(CN3CCN(Cc4ccccc4)CC3)c2cc1Cl | 3 | 5 | -3 | 10 | -3 | -2 | -2 | -11
O=C(/C=C/c1ccccc1)Nc1ncn[nH]1 | -7 | -1 | 3 | -2 | -11 | 15 | -22 | -21
COc1ccc(NC(=O)CCNS(=O)(=O)c2ccc3c(c2)c(=O)n(C)c(=O)n3C)cc1 | -9 | -7 | 3 | 1 | 4 | 3 | -5 | 32
CC1CCCN(C(=O)CN(C)S(=O)(=O)c2ccc3c(c2)c(=O)n(C)c(=O)n3C)C1 (stereo not drawn) | -1 | 3 | 3 | -7 | -7 | -5 | -2 | -27
CC1CCCC(C)N1C(=O)COC(=O)CCc1nc2ccccc2c(=O)[nH]1 (stereo not drawn) | -39 | 12 | 4 | -1 | -3 | 41 | -15 | -29
c1ccc(CSc2nnc3ccc(-c4ccncc4)nn23)nc1 | -14 | 2 | -3 | -12 | -6 | 4 | -3 | 6
NS(=O)(=O)c1ccc(CCNC(=O)c2cccc(S(=O)(=O)N3CCCC3)c2)cc1 | -9 | 5 | 3 | 8 | 1 | -1 | 2 | 16
CCC(C)Oc1nc(C)cc(C)c1S(=O)(=O)c1ccccc1C (stereo not drawn) | 20 | 13 | 5 | -10 | -6 | -23 | -5 | -24
Cc1c(NC(=O)CN2C(=O)C3C4C=CC(C4)C3C2=O)c(=O)n(-c2ccccc2)n1C (stereo not drawn) | -4 | 4 | 4 | 8 | -2 | -15 | 8 | -8
Cc1sc2nc(CC(=O)NN)[nH]c(=O)c2c1C | -13 | 9 | 0 | -1 | 0 | 0 | -5 | 0
COc1ccc(/C=N/NC(=O)c2ccc3c(c2)OCO3)cc1 | 3 | 6 | -23 | 0 | -5 | 8 | -6 | -22
CC1(C)CC(=O)C(C=Nc2ccc3c(c2)OCO3)=C(O)C1 | -8 | 1 | -12 | -4 | -12 | 6 | 1 | -22
O=C(CN1CCN(C(=O)c2ccco2)CC1)Nc1ccc(Cl)c(S(=O)(=O)N2CCOCC2)c1 | -3 | -1 | 2 | -15 | -4 | 2 | -3 | -3
Cc1ccn2c(CNC(C)CCn3cccn3)c(C(=O)N3CCCCCC3)nc2c1 (stereo not drawn) | -11 | 7 | 5 | 6 | 0 | 3 | -3 | 2
Cc1ccc(S(=O)(=O)NN2C(=O)/C(=C/c3ccccn3)SC2=S)cc1 | 6 | 7 | -4 | -6 | 1 | 3 | 0 | -10
CC1CCN(C(=O)COC(=O)c2cc3ccccc3oc2=O)CC1 | -6 | -8 | 4 | 8 | 0 | -1 | -7 | 8
O=C(CSc1n[nH]c(-c2ccco2)n1)Nc1ccc(Br)cc1 | 1 | 8 | -5 | 0 | 1 | 27 | -6 | 30
O=C(NCCN1CCCC1)c1ccc(CS(=O)(=O)c2c(Cl)cccc2Cl)o1 | 16 | 4 | 3 | 4 | -3 | -19 | 6 | -20

Gathered by group: those above containing a thiophene ring, fused or not (6)
SMILES | Apaf-1 inh | CCR6 antagonist | Gli-Sufu block | UBC13 polyUb | SENP8 inh | Jurkat NFkB inh | EBI2 antag | 697 NFkB inh
CS(=O)(=O)N1N=C(c2cccs2)CC1c1ccccc1O (stereo not drawn) | -10 | 6 | 0 | 1 | 4 | 2 | 2 | 5
Cc1ccc(-c2nnc(SCC(=O)N/N=C/c3ccc(C)s3)n2-c2ccccc2)cc1 | 15 | -36 | 4 | 4 | 0 | 11 | 27 | 19
CCOC(=O)c1c(NC(=O)C(Sc2ccccc2)c2ccccc2)sc(C(=O)N(C)C)c1C (stereo not drawn) | 24 | 15 | 13 | 5 | 2 | 6 | 29 | -7
COc1ccc(CCNS(=O)(=O)c2cccs2)cc1 | 4 | 4 | -7 | -4 | -9 | -6 | -1 | -32
CCCC(=O)Nc1sc2c(c1C#N)CC(C)(C)NC2(C)C | -2 | -4 | -2 | 0 | -2 | -8 | 0 | -81
Cc1sc2nc(CC(=O)NN)[nH]c(=O)c2c1C | -13 | 9 | 0 | -1 | 0 | 0 | -5 | 0

More records follow:
SMILES | Apaf-1 inh | CCR6 antagonist | Gli-Sufu block | UBC13 polyUb | SENP8 inh | Jurkat NFkB inh | EBI2 antag | 697 NFkB inh
Cc1cccn2c(=O)c(C=C(C#N)C#N)c(N3CCN(c4cccc(Cl)c4)CC3)nc12 | 15 | 15 | 25 | -22 | 6 | -23 | 11 | -11
O=C1NCCN1c1ncc([N+](=O)[O-])s1 | 1 | -4 | 4 | -7 | -1 | 6 | -6 | 13
O=C(O)Cc1csc(-c2ccccc2)n1 | -7 | 14 | -28 | 6 | 3 | 0 | -8 | 1
CCOC(=O)CSc1snnc1-c1ccccc1 | 5 | 4 | -6 | -3 | -2 | 6 | -4 | 25
Cc1ccc(S(=O)(=O)N[C@H](C(=O)Oc2ccc3c(C(F)(F)F)cc(=O)oc3c2)c2ccccc2)cc1 | -3 | -21 | -8 | 16 | -3 | -7 | -13 | 6
NS(=O)(=O)c1ccc(CCNC(=O)c2ccccc2OCc2ccc(F)cc2)cc1 | 4 | 14 | 0 | 19 | 2 | 14 | 5 | 1
CCCCCc1ccc(OCCCC[n+]2cccc(C)c2)c(CCCCC)c1 | 61* | 0 | 85* | 59* | -8 | 63* | 7 | 42*
